H9c2 TAG inh: inhibitors of triacylglycerol accumulation, primary screen, cell-based, uHTS, fluorescence, H9c2; hit rate 0.66% among 230,000; H9c2 cells, Nile Red lipid (TAG) fluorescence; cells loaded with 200 µM oleic acid; AID 651582, 2012; inhibition, % at 12.5 µM;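 active = pattern-corrected inhibition of lipid staining of at least 50% with the nuclear-stain viability signal not falling by more than 50%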;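 note: 0% = DMSO wells and 100% = triacsin C control wells; some results filed as inactive read as strong as hits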
H9c2 TAG inh DAPI viability: also measured in H9c2 TAG inh; calls as there; DAPI nuclei signal change (viability), lower = more cytotoxic, %;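 whole-well DAPI fluorescence read on a plate reader as a viability signal; minus 50 percent equals half of cells still viable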
* hit, by the source's call. This is a subset; rates above refer to the full screens.

Values run as follows: H9c2 TAG inh | H9c2 TAG inh DAPI viability
- COc1ccc(/C(C)=N/NC(=S)Nc2cc(C)ccc2C)cc1
  9 | -36
- CCOC(=O)c1cn(Cc2ccccc2)c(C(=O)OC(C)(C)C)c1O
  -9 | -6
- Cc1c(C(=O)NCCC#N)sc(=O)n1Cc1ccc(F)cc1
  8 | -11
- COc1cccc(C(=O)NN2C(=O)C3C4C=CC(O4)C3C2=O)c1 (stereo not given)
  15 | -3
- O=C(NCc1ccc2[nH]c3c(c2c1)CCCC3)c1ccc(S(=O)(=O)N2CCCCC2)cc1
  19 | 9
- CCCCC(=O)OCC(=O)Nc1ccc(OC(F)F)cc1
  -1 | 2
- COc1nc(-c2cnccn2)sc1C
  -2 | 8
- CCn1cc(C(=O)N2CCN(c3ccc(C(C)=O)cc3)CC2)c2cc(OC)c(OC)cc2c1=O
  4 | 5
- CC(O)Cn1cnc2c1c(=O)n(C)c(=O)n2C (stereo not given)
  -3 | 9
- OC(c1ccccc1)c1ncc(-c2cccc(F)c2)[nH]1 (stereo not given)
  3 | -14
- O=C(c1ccc([N+](=O)[O-])cc1)N1CCN(c2ncccn2)CC1
  -6 | 17
- CN=C(Nc1ccc(Cl)cc1)c1cccc(C(F)(F)F)c1
  -17 | 12
- CCOc1cccc(CNCc2ccncc2)c1
  -26 | 16
- CC(C)NC(=O)c1ccc(CONC(=O)OCc2ccccc2)cc1
  7 | -1
- CCOC(=O)Nc1cc2c(c(N)n1)N=C(c1ccccc1)CN2
  29 | -16
- COc1ccc(C(C)NC(=O)c2ccccc2Br)cc1OC (stereo not given)
  -15 | 20
- Cc1csc(SCC(=O)NCc2cccc(Cl)c2)n1
  -1 | -1
- Cc1cccc(-c2noc(-c3ccccc3C(=O)NCC3CCCO3)n2)c1 (stereo not given)
  10 | -4
- CCN(CC)CCCN1C(=O)C(=O)/C(=C(/O)c2cc(C)ccc2C)C1c1cccnc1 (stereo not given)
  4 | 2
- CC(=O)N1C=CN(C(C)=O)C(c2cn(C)c3ccccc23)C1c1cn(C)c2ccccc12 (stereo not given)
  -7 | -5
- c1ccc(CN2CCN(Cc3cn4cccnc4n3)CC2)cc1
  -2 | -1
- O=C(COC(=O)c1ccccc1Cl)NCCC1=CCCCC1
  -16 | -9
- CCN(Cc1cc2ccccc2[nH]c1=O)C(=O)C(C)C
  -19 | 8
- CCCSc1ccc([C@H]2N[C@@](CC(C)C)(C(=O)OC)[C@H]3C(=O)N(CC)C(=O)[C@@H]23)cc1
  6 | -9
- O=C(O)C1CC(=O)N(Cc2ccc(F)cc2)C1 (stereo not given)
  6 | -6
- Cc1cccc(C)c1NC(=O)CSc1nnc(NC(=O)c2ccccc2C(=O)O)s1
  7 | -8
- CS(=O)(=O)N(CC(=O)N1CCCC1)c1cccc(C(F)(F)F)c1
  6 | -13
- O=C(COC(=O)CCS(=O)(=O)c1ccc(Cl)cc1)Nc1ncc(Cl)cc1Cl
  20 | -9
- Cc1ccn2c(NCc3ccccc3)c(-c3cccc(SC4CCCCC4)c3)nc2c1
  -12 | 55
- CCN(C(=O)COC(=O)CCNS(=O)(=O)c1ccccc1F)c1c(N)n(Cc2ccccc2)c(=O)[nH]c1=O
  0 | 0

Exported as tab-separated lines: part of the list above.
mol	H9c2 TAG inh	H9c2 TAG inh DAPI viability
Cc1cccc(-c2noc(-c3ccccc3C(=O)NCC3CCCO3)n2)c1 (stereo not given)	10	-4
CCN(CC)CCCN1C(=O)C(=O)/C(=C(/O)c2cc(C)ccc2C)C1c1cccnc1 (stereo not given)	4	2

(next part)
Values run as follows: H9c2 TAG inh | H9c2 TAG inh DAPI viability
- CCC(NC(=O)CCl)c1ccc(C)cc1 (stereo not given)
  -7 | 2
- CCCCNc1nc2c(c(=O)n(C)c(=O)n2C)n1Cc1cccc(OC)c1
  -60 | 17
- COC(=O)CC1=Nc2ccccc2NC(=O)C1
  -1 | 1
- O=c1c(Cc2ccc(F)cc2)c(O)ccn1C1CCCCC1
  6 | -4
- CC(C)(C)[C@H]1COC(=O)[C@H](NC(=O)OCC2c3ccccc3-c3ccccc32)C/C=C\C[C@@H](CC(=O)N[C@H](CO)Cc2ccccc2)C(=O)N1
  -7 | 15
- CC(=O)C1=C(O)C(=O)N(Cc2ccco2)C1c1cccc(F)c1 (stereo not given)
  -2 | 1
- Cc1cc(NC(=O)CSc2nnc(-c3ccncc3)n2-c2ccccc2)no1
  13 | -6
- Cc1ccc(NC(=O)CNC(=O)c2ccc(Oc3ccccc3)cc2)nc1
  8 | -5
- CC(C)(C)OC(=O)C[C@@H]1C/C=C\C[C@@H](CC(=O)NCCO)C(=O)N[C@H](C(C)(C)C)COC1=O
  7 | 0
- O=C(NCc1cccc(F)c1)c1cccc2c1C(=O)c1ccc(Cl)cc1S2(=O)=O
  -13 | 5
- O=C(NCC1CCCO1)c1ccc(Cl)c(F)c1F (stereo not given)
  -6 | 12
- CCCCCCCOc1ccc(C2(C)NC(=O)NC2=O)cc1 (stereo not given)
  2 | 4
- COc1cc(/C=N/N2CCN(C3c4ccccc4-c4ccccc43)CC2)ccc1O
  0 | -2
- COc1ccc(C(=O)n2nc(C)cc2Nc2ccccc2)cc1
  0 | 0
- COc1ccccc1C(=O)NC(=O)CSc1cccc[n+]1[O-]
  2 | -6
- CC1CCCN(CCCOc2ccccc2-c2ccccc2)C1 (stereo not given)
  7 | 4
- O=C(CSC1=NCCN1)NC1CCCCCC1
  11 | 4
- Cc1cccc(CN2CCN(Cc3cccc4nonc34)CC2CCO)n1 (stereo not given)
  -7 | 13
- COc1ccc(-c2cncnc2N)cc1OC
  1 | 0
- COCCNC(=O)CSc1nc2sc(C)c(C)c2c(=O)n1-c1ccccc1
  -4 | -3
- O=C(CSc1ccc(-c2ccccn2)nn1)NCc1ccc(Cl)cc1
  4 | 2
- O=[N+]([O-])c1cccc(-c2nc(-c3ccncc3)no2)c1
  -16 | 2
- Nc1c(-c2ccccc2)c(CN2CCOCC2)nn1-c1ccc(F)cc1
  2 | 11
- CC(=O)Nc1c(C(=O)N2CCCCCC2)cnn1-c1ccccc1
  2 | 3
- CC(=O)Nc1ccc(CN2CCCC(CCC(=O)NCc3ccccc3F)C2)cc1 (stereo not given)
  3 | 6
- C[C@@H]1CCCCO[C@H](CN(C)S(=O)(=O)c2ccccc2)[C@@H](C)CN([C@H](C)CO)C(=O)c2cc(NC(=O)Cc3ccccc3)ccc2O1
  21 | -4
- O=C(c1ccc(CNc2c(N3CCCC3)c(=O)c2=O)cc1)N1CCc2ccccc2C1
  -2 | -9
- CCCCn1c(N)c(N2CCOCC2)c(=O)n(CC(=O)NCCc2ccccc2)c1=O
  4 | -8
- COc1cc(O)oc1C=Nc1ccc(C(=O)O)cc1
  2 | -1
- Cc1ccc(NC(=O)c2sc(N)nc2-c2ccc([N+](=O)[O-])cc2)c(C)c1
  8 | -7
- CC(=O)NC(c1ccc(F)c(F)c1)c1nc(-c2ccncc2)cs1 (stereo not given)
  -14 | 12
- Cc1cc(O)ccc1Nc1cc(-c2cccc(N)c2)ncn1
  1 | -5
- CC1(C)COC(c2ccc3c(c2)OCO3)OC1
  -17 | 2
- CN(C)S(=O)(=O)c1ccc(NC(=O)CN2CCOCC2)cc1
  2 | 1
- COc1cc(N)c(C(O)c2nccc3cc(OC)c(OC)cc23)cc1OC (stereo not given)
  15 | -15
- COC(=O)c1csc(S(=O)(=O)N2CCCCC2)c1OC
  3 | 6
- COc1ccc(CCNC(=O)COC(=O)C2CC2)cc1
  -5 | 14
- CCCN(c1ccc(C)cc1)c1nc(=O)c2cccnc2s1
  -2 | 3
- Cc1onc(-c2ccccc2Cl)c1C(=O)Nc1nc2c(s1)CCCC2
  4 | -5
- O=S(=O)(Nc1cccc(-c2ccc3nncn3n2)c1)c1cccs1
  -20 | -6
- O=C(Nc1nnc(SCc2ccccn2)s1)C1CC(=O)N(c2ccc(F)cc2)C1 (stereo not given)
  -2 | -6
- Cc1ccc(S(=O)(=O)N2CCN(C(=O)c3cc(S(=O)(=O)N4CCOCC4)c(Cl)cc3Cl)CC2)cc1
  -8 | -1
- Cc1cccc(S(=O)(=O)NC(=O)C2(C)CCN2C(=O)CCc2ccccc2)c1 (stereo not given)
  -6 | -2
- CC(=O)NC(CC(=O)NNC(=O)C(C)Oc1ccccc1F)c1ccccc1 (stereo not given)
  -22 | 3
- Cc1cccc(C)c1NC(=O)COC(=O)c1ccc([N+](=O)[O-])o1
  6 | -9
- O=C(Nc1ccccc1)c1ccc(NC(=O)C2CC2)cc1
  0 | -1
- COC(=O)CC(N)c1ccc(OC)c2ccccc12 (stereo not given)
  -7 | 2
- N#CC(C#N)=Cc1cn(-c2ncc(C(F)(F)F)cc2Cl)c2ccccc12
  5 | -3
- COc1ccc(C(=O)CCC(=O)Nc2cccc(Cl)c2)cc1
  -4 | 18
- CC1=CC(=O)C=C/C1=C(/c1ccc(O)cc1C)c1ccccc1S(=O)(=O)O
  -15 | -3
- C[C@@H]1CCCCO[C@@H](CN(C)S(C)(=O)=O)[C@@H](C)CN([C@H](C)CO)C(=O)c2cc(N(C)C)ccc2O1
  -3 | 0
- Cc1[nH]n2c(=O)c(C#N)c(-c3ccccc3)nc2c1-c1ccccc1
  -3 | -1
- CCOC(=O)c1cn(Cc2cccc(Cl)c2)c2cc(C)nn2c1=O
  -4 | 3
- Cc1cc(=S)cc(C)n1CCCn1ccnc1
  3 | 9
- NS(=O)(=O)c1ccc(CCNC(=O)c2ccc(Cl)c(S(=O)(=O)N3CCCCC3)c2)cc1
  -23 | 4
- CN1C[C@@H]2C[C@@H](c3cccn3-c3nccs3)N3CCC[C@@]23C1=O
  1 | 0
- CCOc1ccc(NC(=O)c2cc(=O)[nH]c3ccccc23)cc1
  16 | -7
- O=C(NCc1ccccc1)C1c2ccccc2Oc2ccccc21
  5 | 5
- N#Cc1ccc(Nc2nc(NCc3ccccc3)nc3ccsc23)cc1
  20 | 3
- O=C(Nc1ccc(-c2nc3ncccc3o2)cc1)c1ccc(Br)o1
  69* | -4.7*

4 entries from above, as labelled records:
> Cc1cccc(S(=O)(=O)NC(=O)C2(C)CCN2C(=O)CCc2ccccc2)c1 (stereo not given)
  H9c2 TAG inh: -6; H9c2 TAG inh DAPI viability: -2

> CC(=O)NC(CC(=O)NNC(=O)C(C)Oc1ccccc1F)c1ccccc1 (stereo not given)
  H9c2 TAG inh: -22; H9c2 TAG inh DAPI viability: 3

> Cc1cccc(C)c1NC(=O)COC(=O)c1ccc([N+](=O)[O-])o1
  H9c2 TAG inh: 6; H9c2 TAG inh DAPI viability: -9

> O=C(Nc1ccccc1)c1ccc(NC(=O)C2CC2)cc1
  H9c2 TAG inh: 0; H9c2 TAG inh DAPI viability: -1

Next compounds:
Values run as follows: H9c2 TAG inh | H9c2 TAG inh DAPI viability
- CCn1c(O)c(C=NC2CCCC2)sc1=S
  -10 | -2
- CCN1CCN(S(=O)(=O)c2cc(C(=O)O)ccc2Cl)CC1
  8 | -5
- Cc1ccc(S(=O)(=O)N(CC(=O)NCC2CCCO2)c2cccc([N+](=O)[O-])c2)cc1 (stereo not given)
  -3 | -1
- O=S1(=O)C[C@@H](N2CCN(c3ccccn3)CC2)[C@H](COCc2ccccc2)N1
  -10 | 6
- Nc1c(C(=O)O)sc2nc(-c3ccccc3)cc(-c3ccccc3)c12
  -8 | 5
- O=C(NCc1ccco1)c1cc2cc3ccc(Cl)cc3nc2o1
  37 | -2
- CCN(CC)c1ccc2cc(-c3nnc(-c4ccccc4)o3)c(=O)oc2c1
  -75 | 34
- COc1ccc(/C(=N\Nc2ccccc2C(=O)O)c2ccccc2)cc1
  -2 | -6
- COc1cc(OC)cc(C(=O)/C=C2\Sc3ccccc3N2C)c1
  6 | -4
- c1cc2c(cc1Cn1cnnn1)OCO2
  -47 | 10
- CCCCCC(=O)N1C[C@H](n2cc(COC(=O)c3ccccc3)nn2)[C@@H](O)C[C@@H]1c1ccccc1
  24 | 7
- Cn1cccc1CNC(=O)Nc1ccc(Cl)c(Cl)c1
  -9 | -2
- COc1cccc(-c2cnc3c(NC(C)=O)cc(-c4cc(F)ccc4OC)cn23)c1
  11 | 1
- CC(=O)Nc1cccc(C(=O)OC(C)C(=O)NCc2ccc3c(c2)OCO3)c1 (stereo not given)
  -8 | 3
- O=C1CCC([N+](=O)[O-])C(c2ccc(Cl)cc2Cl)N1 (stereo not given)
  -7 | 5
- CCOc1ccc(C(=O)COC(=O)c2cc([N+](=O)[O-])ccc2N2CCOCC2)cc1
  14 | -15
- C=CCNc1nc2ccccc2nc1NS(=O)(=O)c1cccs1
  -19 | 16
- COc1cc(C(=O)Oc2ccccc2OC(=O)c2cc(OC)c(OC)c(OC)c2)cc(OC)c1OC
  16 | -8
- CCNc1nc(NCC)n2c(SCC(=O)NCC3CCCCC3)nnc2n1
  -2 | -9
- Cc1ccc(NC(=O)COC(=O)COc2cccc3c2OC(C)(C)C3)c(C)c1
  -10 | -5
- CN(C)CCN(C(=O)c1ccc2c(c1)CCCC2)c1nc2c(F)cccc2s1
  13 | 8
- CCOc1ccc(C(=O)NCc2cccnc2)cc1[N+](=O)[O-]
  -1 | 3
- CCCCc1nc(Cl)c(C#N)c2c1CSC(C)(C)C2
  -16 | 5
- Cc1ccc(NS(=O)(=O)c2cccc(C(=O)N3CCCCCCC3)c2)cc1
  -11 | -1
- CCOC(=O)C1(CCOC)CCN(C2C3CC4CC(C3)CC2C4)CC1 (stereo not given)
  -4 | 1
- CNNC(=S)NCCC1=CCCCC1
  -10 | 5
- CCOc1ccccc1Oc1coc2cc(OC)ccc2c1=O
  -13 | -5
- CCCCN(CC)S(=O)(=O)c1ccc(C(=O)Nc2nnc(COC)o2)cc1
  23 | -1
